Assay outcomes from PubChem BioAssay.
MEKK2 mut-MEK5: signal of MEK5 binding to mutant human MEKK2 PB1 domain; bead flow cytometry, Alexa488-MEK5 binding to MEKK2 mutant; percent response, % at 10 µM; actives 0.35% (n = 290,000); AID 1530; in the data active = percent response above about 24%, passing the limit was not always enough; note: inactives centre near 1; some results filed as inactive read as strong as hits; reference of the scale not given here
NALP1 yeast inh: inhibitors of NALP1 inflammasome in yeast. actives 0.61% (n = 280,000). S. cerevisiae NALP1/ASC/caspase-1 growth, X-gal OD620, 72 h. inhibition, % at 10 µM; in the data active = inhibition mostly above about 24%, no sharp cut-off; inactive = mostly below about 32%; note: some compounds called inactive have numbers as strong as hits
GPR7 antagonist: human neuropeptides B/W receptor 1 antagonism | P48145 | inhibition, % at 4.4 µM | actives 1.1% (n = 290,000) | AID 1861 | GPR7-expressing cells, fluorescence antagonist assay; in the data active = inhibition above about 16%, passing the limit was not always enough;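 note: cells stimulated with the agonist NPW; 0% = agonist with vehicle and 100% = vehicle without agonist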
Target sequence (P48145 whole entry, looked up): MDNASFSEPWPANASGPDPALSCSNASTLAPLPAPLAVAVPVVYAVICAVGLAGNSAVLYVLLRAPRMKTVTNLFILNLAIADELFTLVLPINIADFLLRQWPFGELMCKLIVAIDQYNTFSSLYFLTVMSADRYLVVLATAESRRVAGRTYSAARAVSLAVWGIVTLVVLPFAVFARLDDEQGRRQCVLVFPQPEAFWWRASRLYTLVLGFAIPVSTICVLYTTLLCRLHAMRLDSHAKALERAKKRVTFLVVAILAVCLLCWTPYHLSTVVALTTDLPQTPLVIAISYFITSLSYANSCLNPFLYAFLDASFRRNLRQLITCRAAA
DNA FID counter: fluorescent intercalator displacement, NS3 helicase counter-screen; AID 1845; inhibition, % at 7.9 µM; DNA fluorescent intercalator displacement, fluorescence; actives 0.17% (n = 290,000); in the data active = inhibition above about 37%;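 note: 0% = vehicle and 100% = reference compound; higher means more ethidium bromide displaced from hairpin DNA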
PfM18AAP inh: PfM18AAP enzyme inhibition | recombinant PfM18AAP, H-Glu-NHMec fluorogenic cleavage | inhibition, % at 7.35 µM | actives 1.2% (n = 290,000) | AID 1822;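 active = inhibition above the campaign mean inhibition over all tested compounds plus 3 SD, cut at about 28% in these data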;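 note: 0% = plate median of test compound wells and 100% = 2 mM ZnCl2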
MEKK2 WT-MEK5: raises or lowers MEK5 binding to wildtype human MEKK2 PB1 domain | bead flow cytometry, Alexa488-MEK5 binding to MEKK2 WT; actives lie on both sides | binding response (% of control), % at 10 µM | actives 1.1% (n = 290,000); in the data active = binding response below about 67% or above about 130%
PHOSPHO1 inh: blocks human PHOSPHO1 phosphatase activity; Q8TCT1; recombinant PHOSPHO1, absorbance phosphatase assay; inhibition, % at 13.3 µM; actives 1.1% (n = 290,000); AID 1565; in the data active = inhibition above about 60%
Target sequence (Q8TCT1 whole entry, looked up): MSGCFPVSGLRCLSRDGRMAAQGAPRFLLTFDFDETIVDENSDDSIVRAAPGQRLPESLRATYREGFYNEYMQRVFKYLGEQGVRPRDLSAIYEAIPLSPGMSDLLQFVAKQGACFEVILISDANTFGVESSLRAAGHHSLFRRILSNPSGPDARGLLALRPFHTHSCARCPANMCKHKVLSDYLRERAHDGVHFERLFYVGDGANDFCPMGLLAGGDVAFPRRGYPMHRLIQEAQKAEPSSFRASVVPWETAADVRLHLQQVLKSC
MEKK3 PB1 HTS: modulators (inhibitors or enhancers) of MEK5 binding to human MEKK3 PB1 domain; AID 1529; actives 1.4% (n = 290,000); binding response (% of control), % at 10 µM; bead-based flow cytometry, Alexa488-MEK5 binding to MEKK3; actives lie on both sides; 0 = blocked by unlabeled MEK5, 100 = vehicle;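 active = binding response more than 3 SD above or below the average of its plate-row segment, actives on both sides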;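 note: Alexa488 bead fluorescence after subtracting the streptavidin-only scavenger bead signal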
OXTR agonist: agonists of human oxytocin receptor. CHO-OTR cells, Fluo-8 calcium fluorescence; normalized: DMSO 0%, oxytocin 100%. actives 0.32% (n = 320,000). activation, % at 3 µM. P30559. AID 2435;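 active = activation above the mean of all tested compounds plus 3 SD, cutoff set per screening run, cut at about 20% in these data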;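 note: peak over basal fluorescence ratio from a 100 s FLIPR kinetic read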
Target sequence (P30559 whole entry, looked up): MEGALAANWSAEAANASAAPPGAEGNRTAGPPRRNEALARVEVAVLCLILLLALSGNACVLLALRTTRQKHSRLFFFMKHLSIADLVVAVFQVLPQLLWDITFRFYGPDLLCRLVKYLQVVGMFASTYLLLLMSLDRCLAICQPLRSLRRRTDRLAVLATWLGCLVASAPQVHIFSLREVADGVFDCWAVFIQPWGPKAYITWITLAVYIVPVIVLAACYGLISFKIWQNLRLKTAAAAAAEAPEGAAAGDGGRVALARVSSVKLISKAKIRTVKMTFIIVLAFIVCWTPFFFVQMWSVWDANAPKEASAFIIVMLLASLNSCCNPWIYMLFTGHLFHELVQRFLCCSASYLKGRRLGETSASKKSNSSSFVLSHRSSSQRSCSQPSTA
The depositor's hits bear a star; · = not tested or not shown; [ ] = dose if it differs, or a comment. Rows are unselected; 6.2% or so of the library scored in one or more.

SMILES | MEKK2 mut-MEK5 | NALP1 yeast inh | GPR7 antagonist | DNA FID counter | PfM18AAP inh | MEKK2 WT-MEK5 | PHOSPHO1 inh | MEKK3 PB1 HTS | OXTR agonist
Cc1ccc(C(=O)O/N=C(\N)c2ccccn2)cc1Cl | 1 | 19 | 2 | -16 | -6 | 99 | -11 | 101 | -0.8
Cc1cccc(N2CCN(C(=O)c3ccc(-n4cncn4)c([N+](=O)[O-])c3)CC2)c1C | 4 | 10 | -24 | -40 | 2 | 104 | 43 | 99 | 0.5
Clc1ncn(C23CC4CC(CC(C4)C2)C3)n1 | -3 | -8 | -6 | 4 | -2 | 94 | 14 | 93 | -1.2
CCOC(=O)N1CCN(S(=O)(=O)c2ccc(C(=O)N(CCN(CC)CC)c3nc4c(C)cccc4s3)cc2)CC1 | 15 | 15 | 4 | 6 | -6 | 125 | 14 | 103 | 0.9
COC(=O)c1cc(NS(=O)(=O)c2ccc(N3CCOCC3)c(N)c2)cc(C(=O)OC)c1 | 1 | 10 | -3 | -9 | -6 | 100 | 0 | 94 | 0.7
COC(=O)c1cn(C(=O)c2cc(Cl)ccc2Cl)c2ccccc12 | 3 | -1 | -16 | -1 | 0 | 101 | 14 | 98 | -0.3
Oc1cc(Cc2ccccc2)cnc1CN1CCOCC1 | 5 | 3 | 6 | -4 | 1 | 110 | 16 | 106 | -0.3
COC(=O)c1[nH]c2cccc(OC)c2c1NC(=O)CN1CCN(c2cccc(OC)c2)C(C)C1 (stereo unspecified) | 9 | 44 | -11 | -42 | 13 | 102 | 7 | 100 | -0.4
COc1ccc(-c2csc(N(CC(C)C)C(=O)c3ccco3)n2)cc1 | 5 | 19 | -20 | -13 | -12 | 96 | 18 | 102 | -0.1
COc1cccc(/C(=N/O)C2CC2c2ccc(Cl)cc2)c1 (stereo unspecified) | -6 | 1 | 10 | -22 | 1 | 94 | 28 | 101 | -1.2
NC(Cc1cccc2nsnc12)C(=O)O (stereo unspecified) | -1 | 12 | 7 | 2 | -9 | 99 | -14 | 103 | 1.4
COCCCNc1nc2c(c(=O)[nH]c(=O)n2C)n1CCCc1ccccc1 | 0 | 9 | -2 | -21 | -11 | 107 | -20 | 103 | -1.7
O=C(N/N=C/c1cccc(Oc2ccccc2)c1)c1cc[n+]([O-])cc1 | 3 | -6 | -5 | -9 | 6 | 103 | 40 | 101 | 0.3
CC(=O)Nc1ccc(NC(=O)CN(c2cccc(C(C)=O)c2)S(C)(=O)=O)cc1 | 5 | 0 | 2 | -1 | 4 | 103 | 1 | 103 | 0.1
CC(=O)N1CCN(c2ccc(NC(=O)c3cccc(C)c3)cc2)CC1 | -1 | 18 | -4 | -19 | -18 | 99 | 30 | 98 | -0.5
Cc1cc(C)nc(N2C(=O)CC(Cc3ccccc3)C2=O)n1 (stereo unspecified) | -2 | 14 | -12 | 1 | -5 | 98 | -25 | 97 | -0.2
CCc1nnc(-n2nc(C)cc2-c2ccccc2)n1N | -7 | 4 | -10 | 1 | 5 | 95 | -10 | 96 | 1.3
COc1cc(NC(=S)NC2CC(C)(C)NC(C)(C)C2)c(OC)cc1Cl | 4 | -11 | -1 | 16 | 1 | 112 | 15 | 100 | 0.1
CC1(C)CC(=O)C(C(C2=C(O)CC(C)(C)CC2=O)c2cccs2)C(=O)C1 (stereo unspecified) | · | 7 | -3 | 1 | 8 | · | 18 | · | -2.7
O=C(COC(=O)/C=C/c1ccccc1Cl)NC1CCCCCC1 | -2 | -16 | -10 | -2 | -3 | 97 | 6 | 92 | -1.3
Cc1cc(C)cc(NC(=O)Cn2c(SCc3cc(C)ccc3C)nc3ccncc32)c1 | 11 | 30 | -7 | 8 | -5 | 109 | -4 | 108 | ·
CCCCNC(=O)/C(C#N)=C/c1cccnc1 | 0 | 40 | -2 | 0 | -1 | 100 | -6 | 98 | 0.8
CSc1nccc(-c2c(-c3ccc(Cl)cc3)noc2C)n1 | -12 | 7 | -14 | -8 | -5 | 91 | 4 | 92 | -2.7
Cc1cc(C)c2c(=O)c(/C=C3\NC(=S)NC3=O)coc2c1 | 3 | · | -9 | -4 | 2 | 107 | 19 | 113 | -1.5
CCOC(=O)N1CCN(c2ccccc2O)CC1 | 5 | 20 | 4 | -6 | 26 | 112 | -12 | 110 | -0.4
COc1ccccc1C(O)P(=O)(OC(C)C)c1ccc(N(C)C)cc1 (stereo unspecified) | -1 | 20 | -6 | -15 | 3 | 96 | -7 | 96 | -0.2
COc1ccc(C2=COc3ccccc3C(=O)N2)cc1 | -6 | -8 | 12 | -8 | -1 | 89 | 26 | 98 | -0.9
COC(=O)CC1NCCc2cc(OC)c(OC)cc21 (stereo unspecified) | -2 | 1 | -7 | -2 | 3 | 97 | -10 | 104 | 0.2
COc1cccc(C(=O)N/N=c2\oc3c(OC)cccc3cc2C(=O)NCc2ccccc2)c1 | -2 | 27 | -4 | -1 | -2 | 96 | 3 | 96 | 1.4
COc1ccccc1N1CC(C(=O)Nc2nnc(SCc3cccnc3)s2)CC1=O (stereo unspecified) | 0 | 9 | -7 | -50 | -1 | 104 | 34 | 100 | 0.6
COc1ccc(-c2cn3cccnc3n2)cc1NC(=O)CC(C)C | 0 | 11 | -3 | -9 | 2 | 98 | 22 | 102 | -0.5
C/C(=N\NC(=O)c1cc2ccccc2cc1O)c1cccs1 | 7 | -7 | 1 | -7 | 18 | 99 | 26 | 100 | 1.4
O=C(COc1ccc(S(=O)(=O)NC2CCCC2)cc1)N1CCCCC1 | -1 | 3 | 11 | -30 | 1 | 101 | 48 | 99 | -0.5
CC(C)OC(=O)CC(=O)c1sc2nc3c(cc2c1N)CN(C)CC3 | -2 | -6 | 8 | -1 | 22 | 96 | 82* | 87 | 0.5
COc1ccc(S(=O)(=O)NCc2ccncc2)cc1OC | 5 | 16 | -7 | -2 | 3 | 101 | 3 | 101 | 5.0
O=C(c1ccccc1)c1ccc(N2CCOCC2)c(F)c1 | 7 | 11 | 4 | -18 | 3 | 111 | 3 | 108 | 3.2
COC(=O)c1c(NC(=O)C(C)(C)C)sc2c1C(C(=O)OC)CC2 (stereo unspecified) | 0 | 8 | -3 | -29 | 2 | 94 | 24 | 95 | -1.6
CC(=O)Nc1ccc(NC(=O)/C=C/c2ccccc2)cc1 | 2 | 2 | -8 | -5 | 1 | 106 | -4 | 103 | 1.6
Fc1ccc(Cn2nnc3ccccc32)cc1 | 2 | 26 | 0 | -4 | -15 | 103 | 33 | 106 | -1.1
Cc1ccc(Cl)c2c1NC(=O)C2(O)CC(=O)c1ccccc1O (stereo unspecified) | 8 | -88 | -2 | -9 | 16 | 101 | -35 | 99 | 0.4
COc1ccc(O)c(C(=O)c2cnn(-c3ccc(Cl)cc3)c2)c1 | 6 | -18 | -7 | -21 | -11 | 101 | 26 | 104 | -1.0
COCCNC(=O)CSc1nc(-c2ccc(OC)c(OC)c2)cc(C(F)(F)F)n1 | -12 | 7 | -6 | -8 | 1 | 87 | 18 | 79*[inhibitor] | 0.1
O=C(Cc1ccccc1[N+](=O)[O-])N1CCOCC1 | 2 | 12 | -12 | -2 | -2 | 103 | 29 | 102 | -0.1
COc1ccc(C(=O)NC2(C(F)(F)F)NC(=O)N(CCCc3ccccc3)C2=O)cc1OC (stereo unspecified) | 0 | 23 | -9 | -10 | 7 | 97 | 14 | 103 | 2.8
Cc1cccc(-n2ccnc2CN2CCN(C3CCCC3)C(CCO)C2)c1 (stereo unspecified) | 8 | -4 | -10 | 7 | 3 | 107 | 26 | 105 | -0.7
CC[N+](CC)(CC)C/C(N)=N/O | 1 | 17 | -1 | -2 | -3 | 105 | -1 | 101 | 1.1
N#CC1=C(N)Oc2ccc3ccc(O)cc3c2C1c1cccnc1 (stereo unspecified) | 3 | -19 | -13 | -4 | 0 | 97 | 16 | 99 | -1.6
CC(C)CNC(CC(=O)O)c1ccccc1 (stereo unspecified) | -7 | -8 | -14 | 4 | -9 | 88 | -13 | 93 | -0.2
Cc1[nH]n(-c2ccccc2)c(=O)c1C(C[N+](=O)[O-])c1ccc(Br)cc1 (stereo unspecified) | 0 | 65* | -10 | 0 | 30* | 95 | -1 | 98 | 7.5
COc1ccc(C(=O)NCCNc2nc3ccc(C)cc3cc2C#N)cc1OC | 6 | 0 | -13 | -14 | 14 | 96 | 29 | 101 | -0.8
COc1ccc(C)cc1S(=O)(=O)N1CCN(C(=O)c2ncoc2-c2ccccc2C)CC1 | -6 | 6 | 11 | -38 | 3 | 97 | 40 | 97 | 2.1
O=C(c1nc2nc(-c3ccccc3)cc(C(F)(F)F)n2n1)N1CCOCC1 | 3 | 30 | -9 | -4 | -2 | 102 | -14 | 101 | -1.0
Cc1cc(C)c(NC(=O)CSc2nnc(CN3CCOCC3)n2C)c(C)c1 | -1 | -35 | -4 | -13 | 5 | 94 | 36 | 99 | 0.2
COc1cccc(/C=N/Nc2snc(SC)c2C#N)c1O | 1 | 29 | -9 | 8 | 9 | 102 | -8 | 104 | 21*
O=C(c1ccco1)N1CCCC(N2CCN(c3ccccc3F)CC2)C1 (stereo unspecified) | 5 | 9 | -6 | -21 | -9 | 108 | 33 | 103 | -0.9
CC1CCc2c(sc3ncn(Cc4ccc(C(=O)O)cc4)c(=O)c23)C1 (stereo unspecified) | 0 | 7 | 1 | -28 | -1 | 101 | 20 | 100 | 4.5
Cc1csc(NC(=O)CSCC(=O)Nc2ccccc2)n1 | 4 | 34 | 7 | -1 | 4 | 99 | 4 | 100 | 0.7
CCOC(=O)CSC1=C(C#N)C(c2sccc2C)CC(=O)N1 (stereo unspecified) | 2 | 5 | 14 | -9 | -4 | 100 | 6 | 103 | 1.9
Cc1c(C(=O)Nc2ccccc2C(=O)N2CCOCC2)cccc1[N+](=O)[O-] | -2 | 4 | 0 | 0 | 5 | 99 | 8 | 99 | 0.9
CC1(C)Cc2c(c(N3CCOCC3)nc3sc4c(NCCN5CCOCC5)nnnc4c23)CS1 | 7 | 50 | -7 | -3 | -1 | 102 | 33 | 102 | 0.0

Random excerpt: 4 compounds from above, in no set order.
SMILES | MEKK2 mut-MEK5 | NALP1 yeast inh | GPR7 antagonist | DNA FID counter | PfM18AAP inh | MEKK2 WT-MEK5 | PHOSPHO1 inh | MEKK3 PB1 HTS | OXTR agonist
O=C(c1nc2nc(-c3ccccc3)cc(C(F)(F)F)n2n1)N1CCOCC1 | 3 | 30 | -9 | -4 | -2 | 102 | -14 | 101 | -1.0
Cc1csc(NC(=O)CSCC(=O)Nc2ccccc2)n1 | 4 | 34 | 7 | -1 | 4 | 99 | 4 | 100 | 0.7
COc1cccc(/C=N/Nc2snc(SC)c2C#N)c1O | 1 | 29 | -9 | 8 | 9 | 102 | -8 | 104 | 21*
Cc1cc(C)c(NC(=O)CSc2nnc(CN3CCOCC3)n2C)c(C)c1 | -1 | -35 | -4 | -13 | 5 | 94 | 36 | 99 | 0.2

Next part.
SMILES | MEKK2 mut-MEK5 | NALP1 yeast inh | GPR7 antagonist | DNA FID counter | PfM18AAP inh | MEKK2 WT-MEK5 | PHOSPHO1 inh | MEKK3 PB1 HTS | OXTR agonist
Cc1ccc(OCCCC(=O)N2CCOCC2)cc1 | 3 | 8 | -3 | -5 | 1 | 104 | 23 | 100 | 0.2
CCOc1cc(NC(=O)C2CCCCC2)c(OCC)cc1NC(=O)c1ccccn1 | 2 | -9 | -10 | -6 | 8 | 101 | 6 | 101 | -1.4
CCSC1=C(C#N)C(CC(C)C)C2=C(CCCC2=O)N1 (stereo unspecified) | 3 | 18 | -6 | -12 | -10 | 101 | 28 | 101 | -0.1
O=C(NC1=NCCS1)c1sc2cc(Cl)cc(Cl)c2c1Cl | -1 | 38 | -10 | 1 | -2 | 100 | -16 | 95 | 1.9
